From PubChem
AddAB inh = less growth of phage-infected E. coli with AddAB. E. coli expressing H. pylori AddAB, absorbance growth. inhibition, % at 11.9 µM. 0.29% of 330,000 active. AID 435030; in the data active = inhibition above about 12%;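 also: 0% = vehicle wells of infected cells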
HTR5A inv ctr = inverse agonist of human HTR5A in OPRM1-OPRD1 counter-screen; 0.083% of 340,000 active; P47898; inhibition, % at 9.3 µM; HTR5A cell line, luminescence, inverse agonism; AID 504634; in the data active = inhibition mostly above about 23%, no sharp cut-off; inactive = mostly below about 18%;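 also: 0% = cells with DMSO and 100% = no-cell wells with DMSO; some compounds called inactive have numbers as strong as hits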
OPRM1-OPRD1 ag = agonists of human mu-delta opioid receptor heterodimerization; P35372+P41143; cells, OPRM1-OPRD1 heterodimerization, luminescence; activation, % at 9.3 µM; 0.3% of 340,000 active; AID 504326; in the data active = activation above about 18%;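 also: 0% = vehicle-treated cells and 100% = reference agonist; values of inactives mirror those of a sister screen read the other way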
Target sequence (P35372 whole entry, looked up): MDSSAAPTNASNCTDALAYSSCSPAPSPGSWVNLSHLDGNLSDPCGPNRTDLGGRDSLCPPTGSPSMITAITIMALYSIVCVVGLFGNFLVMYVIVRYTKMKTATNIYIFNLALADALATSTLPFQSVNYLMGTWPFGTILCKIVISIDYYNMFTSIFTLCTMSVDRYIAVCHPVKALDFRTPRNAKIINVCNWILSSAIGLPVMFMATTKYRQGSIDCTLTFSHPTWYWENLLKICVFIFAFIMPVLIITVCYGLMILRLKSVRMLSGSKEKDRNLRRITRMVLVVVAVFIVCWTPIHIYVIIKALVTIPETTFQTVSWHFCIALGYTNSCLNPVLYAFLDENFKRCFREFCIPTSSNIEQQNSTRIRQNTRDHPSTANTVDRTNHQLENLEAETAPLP
Target sequence (P41143 whole entry, looked up): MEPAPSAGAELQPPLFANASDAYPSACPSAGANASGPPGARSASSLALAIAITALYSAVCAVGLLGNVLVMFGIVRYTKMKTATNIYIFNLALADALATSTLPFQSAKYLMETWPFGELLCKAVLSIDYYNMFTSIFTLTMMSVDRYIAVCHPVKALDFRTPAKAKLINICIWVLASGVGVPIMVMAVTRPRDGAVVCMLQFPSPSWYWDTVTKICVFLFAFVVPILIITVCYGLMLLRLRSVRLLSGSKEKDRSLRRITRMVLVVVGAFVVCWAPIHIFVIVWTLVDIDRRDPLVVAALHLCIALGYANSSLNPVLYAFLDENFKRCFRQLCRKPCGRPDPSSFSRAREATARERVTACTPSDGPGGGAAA
SUMO Mot1 rescue = inhibitors of SUMOylation pathway: yeast Mot1-301 growth rescue; S. cerevisiae Mot1-301 growth rescue, ATP luminescence, 38.5C; percent above DMSO median, 100 means doubled; 1% of 320,000 active; growth rescue, % at 18.8 µM;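 active = every valid replicate shows activation above 250% relative to neutral control wells; inactive = the rest, any valid replicate at or below 250%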;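 also: OY570 slx delta 5 strain wells were the positive control but not used for scaling; some compounds called inactive have numbers as strong as hits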
phage Ecoli inh = E. coli growth loss with phage present; growth absorbance; inhibition, % at 11.9 µM; AID 651602; 0.26% of 360,000 active; in the data active = inhibition above about 11%
Tat transport = blocks Tat-dependent protein export in E. coli; 0.036% of 340,000 active; E. coli MC4100 TorA-mCherry Tat export, fluorescence; inhibition, % at 10 µM;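 active = mean replicate inhibition at least 50% and at least half of replicates individually reaching 50%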;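 also: exported cargo escapes ClpAP degradation while cytoplasmic cargo is degraded and loses fluorescence; 0% = median of neutral control wells and 100% = median of NaSCN control wells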
PfHsp90 set2 = growth inhibition of yeast expressing Plasmodium Hsp90. 0.32% of 310,000 active. inhibition, % at 9.4 µM. S. cerevisiae expressing PfHsp90, BacTiter-Glo ATP, 48 h; yeast lacking PDR1 and PDR3 efflux regulators;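 active = every replicate shows inhibition above about 80%, whatever the replicate mean, limit read from the data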;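 also: 0% = DMSO neutral controls and 100% = 20 µM radicicol positive controls; yeast relying on Plasmodium falciparum Hsp90 in place of its own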
Ecoli viability = bacterial growth inhibition, counter-screen for AddAB inhibitors; E. coli V3065 growth, OD600 absorbance, 18 h; inhibition, % at 11.9 µM; 0.27% of 330,000 active; AID 449728;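 active = inhibition above the campaign's mean inhibition across all tested compounds plus 3 SD, cut at about 9.9% in these data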;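 also: uninfected addAB+ strain grown without phage in ampicillin broth; 0% = DMSO wells and 100% = ciprofloxacin 0.95 µg/ml wells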
OPRM1-OPRD1 inv = inverse agonists of human mu-delta opioid receptor heterodimerization; inhibition, % at 9.3 µM; 0.21% of 340,000 active; cell-based MOR-DOR heterodimer luminescence, inverse agonism; P35372+P41143; in the data active = inhibition above about 22%, passing the limit was not always enough;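 also: 0% = cells with DMSO and 100% = wells without cells with DMSO; values of inactives mirror those of a sister screen read the other way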
PKA-R1A act = PKA-R1A complex activation | P00514+P68181 | PKA-R1A dissociation, Cy5-IP20 fluorescence polarization; scaled: DMSO 0%, 113 µM cGMP 100% | activation, % at 11.4 µM | 0.083% of 340,000 active | AID 504707;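 active = percent activation above the mean of all tested compounds plus 3 SD, cut at about 19% in these data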;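 also: higher means more PKAc released from R1A so a rise in polarization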
PKA-R2B activ = activators of human PKA-R2B complex | P22694+P31323 | PKA-R2B holoenzyme dissociation, Cy5-IP20 fluorescence polarization; R2B truncated from residue 108, S112A mutant; 0% DMSO only, 100% 113 µM cGMP | activation, % at 11.4 µM | 0.079% of 340,000 active;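 active = activation above a cutoff set at the mean over all compounds plus 3 SD, cut at about 18% in these data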;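 also: higher means more holoenzyme dissociation and a rise in polarization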
* hit, by the source's call; . = no result given; & = joins results of further samples.

Preview, 3 compounds:
SMILES | AddAB inh | HTR5A inv ctr | OPRM1-OPRD1 ag | SUMO Mot1 rescue | phage Ecoli inh | Tat transport | PfHsp90 set2 | Ecoli viability | OPRM1-OPRD1 inv | PKA-R1A act | PKA-R2B activ
O=C(COc1ccccc1)Nc1ccc2[nH]ncc2c1 | 2.0 | -9 | -1.4 | 34 | 1.2 | 2 | 17 | -1.2 | 7 | 0 | 3
COc1cc(/C=C2/C(=N)N3N=C(CC(=O)N4CCOCC4)SC3=NC2=O)ccc1OCc1ccc(F)cc1 | 6.5 | 2 | -4.1 | -8 | 0.3 | -1 | -3 | -0.3 | 21 | -1 | 4
CCn1c(SC2CCOC2=O)nnc1-c1ccc(Cl)cc1 (stereo not drawn) | -0.7 | -10 | -2.5 | 14 | 5.8 | 0 | 39 | -0.2 | 13 | -11 | -5

The listing, from the start:
SMILES | AddAB inh | HTR5A inv ctr | OPRM1-OPRD1 ag | SUMO Mot1 rescue | phage Ecoli inh | Tat transport | PfHsp90 set2 | Ecoli viability | OPRM1-OPRD1 inv | PKA-R1A act | PKA-R2B activ
O=C(COc1ccccc1)Nc1ccc2[nH]ncc2c1 | 2.0 | -9 | -1.4 | 34 | 1.2 | 2 | 17 | -1.2 | 7 | 0 | 3
COc1cc(/C=C2/C(=N)N3N=C(CC(=O)N4CCOCC4)SC3=NC2=O)ccc1OCc1ccc(F)cc1 | 6.5 | 2 | -4.1 | -8 | 0.3 | -1 | -3 | -0.3 | 21 | -1 | 4
CCn1c(SC2CCOC2=O)nnc1-c1ccc(Cl)cc1 (stereo not drawn) | -0.7 | -10 | -2.5 | 14 | 5.8 | 0 | 39 | -0.2 | 13 | -11 | -5
O=C(NCCc1ccccc1)c1cc(-c2ccc3c(c2)OCO3)on1 | 0.5 | -34 | -3.4 | -18 | 0.2 | 1 | 3 | 2.7 | 17 | -7 | -4
Cc1cccc(NC(=O)CCC(=O)N/N=C/c2ccc(O)cc2O)c1 | -1.3 | 2 | -2.1 | 20 | 0.6 | -3 | 8 | -0.8 | 10 | 6 | -9
Cc1ccccc1-c1nc(CS(=O)(=O)CC(=O)N2CCOCC2)c(C)o1 | 2.7 | -6 | 1.1 | -2 | 2.0 | 6 | 4 | -0.7 | -6 | 7 | 4
COc1ccc(S(=O)(=O)N2CCCC2CNC(=O)C(=O)NCc2ccc(C)cc2)cc1 (stereo not drawn) | 0.0 | -9 | -0.6 | -24 | 6.4 | -2 | -13 | -1.9 | 4 | -2 | -6
COc1ccc(-c2noc(N3CCC(C(=O)Nc4cccc(OC)c4)CC3)n2)cc1 | -2.0 | -30 | 2.5 | 11 | 3.6 | 10 | -26 | 0.3 | -15 | -5 | -6
COC(=O)C1C2CCC(C2)C1C(=O)OCC(=O)c1ccc(C)cc1 (stereo not drawn) | 2.6 | -11 | 0.3 | . | 4.1 | 4 | -7 | 0.1 | -1 | 6 | 10
CCCC[n+]1ccn(-c2nc3ccccc3nc2[N-]S(=O)(=O)c2cccs2)c1 | -0.6 | -30 | -2.0 | -3 | 97* | -2 | 13 | 0.4 | 10 | -13 | -1
O=C(COC(=O)COc1ccc(Cl)cc1Cl)NC1CC1 | 0.2 | 16 | -0.5 | 10 | 2.3 | 15 | 4 | -1.4 | 2 | -7 | 5
C=C(C)c1cccc(C(C)(C)NC(=O)Nc2ccc(OC)nc2)c1 | 3.9 | -22 | 1.6 | -11 | -0.6 | 1 | -88 | 3.0 | -9 | -4 | -8
Clc1ccc(-n2c(SCc3nc4ccccc4[nH]3)nnc2-c2ccncc2)cc1 | 2.8 | -8 | -0.7 | 4 | 3.4 | 6 | 0 | -0.9 | 4 | 2 | 5
O=C(Cc1cc(=O)[nH][nH]1)N/N=C/c1cccc(Cl)c1Cl | -1.0&3.0 | 8&19 | -0.8&-1.7 | -6&2 | 4.3&1.4 | 3&3 | -4&4 | -2.5&-4.6 | 6&9 | -11&6 | -22&-1
NS(=O)(=O)c1ccc(NC(=S)NCc2ccccc2Cl)cc1 | 3.6 | -10 | 0.9 | 213 | 6.0 | -8 | 9 | 0.0 | -5 | 1 | -2
COC(=O)c1cc(-c2cccc(OC)c2)n[nH]1 | 0.5 | -15 | 3.1 | 5 | 2.2 | -4 | 27 | 3.1 | -17 | -3 | 1
COC(=O)c1sccc1NC(=S)N1CCN(c2ccccc2F)CC1 | 3.6 | -37 | -1.2 | 2 | 2.5 | 3 | 6 | -0.6 | 7 | 0 | -8
Cc1ccc(S(=O)(=O)/N=C(\N)c2ccc(Cl)cc2)cc1 | . | 11 | 2.4 | -8 | -1.2 | 0 | 28 | . | -11 | 4 | -5
O=C(NC(CC(=O)N1CCN(c2ccccc2)CC1)c1ccccc1)c1ccccc1Cl (stereo not drawn) | 4.9 | -5 | 1.3 | -20 | 2.5 | 4 | 5 | 0.4 | -7 | 2 | -3
O=C(c1ccco1)N1CCN=C1SCc1cccc(F)c1 | 1.9 | 11 | -2.4 | -5 | 2.6 | 1 | 5 | 0.1 | 12 | 4 | -13
Cn1c(=O)c(=O)n(C)c2cc(S(=O)(=O)N3CCCC3C(=O)NCc3cccnc3)ccc21 (stereo not drawn) | 2.5 | -1 | 1.3 | 15 | 2.5 | 0 | 9 | -2.3 | -7 | 0 | -1
CCOC(=O)CNS(=O)(=O)c1ccc(C)cc1 | 6.5 | -3 | -0.8 | 8 | 3.2 | -5 | 13 | -1.2 | 5 | -7 | 18
Cn1c(SCC(=O)NNC(=S)Nc2ccccc2)nnc1-c1ccccc1 | 0.3 | -5 | -2.7 | 0 | 0.5 | 0 | 29 | -0.8 | 13 | -14 | 1
Cc1cccc2cc3c(NC(=O)c4ccccn4)nn(C)c3nc12 | 1.8 | -3 | 6.0 | 28 | 2.7 | -12 | -41 | 1.6 | -28 | -3 | -13
C/C(=N\NC(=O)c1ccc(CN(C)S(=O)(=O)c2ccc(C)cc2)cc1)c1ccc(OC(F)F)cc1 | 2.0 | 7 | 17 | 1 | 3.6 | -2 | -33 | 0.5 | -102 | -1 | -13
C/C(=N/NC(=S)Nc1ccccc1)c1ccc2c(c1)OCO2 | 0.9 | 2 | 0.8 | 5 | 3.4 | 0 | 7 | -1.2 | -5 | 4 | 11
CN(C)S(=O)(=O)c1cccc(NC(=O)c2n[nH]c(=O)c3ccccc23)c1 | 3.3 | -19 | -3.4 | -13 | 2.9 | 5 | -58 | 0.4 | 16 | -7 | 8
COC(=O)c1sc(NC(=S)NC(=O)c2ccccc2C)nc1C | -2.7 | 2 | -1.3 | 31 | 4.3 | -3 | 14 | -1.7 | 7 | -7 | 5
O=C(CN1CCN(C(=O)CNC(=O)c2ccc3c(c2)OCO3)CC1)Nc1ccccc1Cl | -2.0 | -5 | -0.4 | -18 | 3.4 | 5 | 20 | 0.5 | 1 | -2 | -4
CCN(CC)C(=O)NCc1c(C)cc(C)cc1C | 0.2 | -6 | -1.0 | -2 | . | -10 | 24 | -1.7 | 5 | -12 | -1
COc1nc(Oc2ccc(C(=O)OCC(N)=O)cc2)nc(N(C)C)n1 | -0.6 | -14 | -1.0 | -7 | 0.6 | -11 | 29 | -1.6 | 6 | 13 | -4
COC(=O)C1=C(C)N(CCc2cc(OC)c(OC)c(OC)c2)C(=O)N[C@H]1c1ccccc1 | 0.8 | 0 | -1.1 | -8 | 0.2 | -1 | 20 | -0.2 | 7 | -2 | -6
O=C(NC1CC1)C1=C[C@@H](c2c[nH]c3ccccc23)C[C@@H](OCCCCO)O1 | 3.3 | -40 | 0.5 | -5 | 1.6 | -8 | 0 | -1.7 | -2 | -1 | -5
Cc1ccc(-c2csc(NC3OC(=O)c4ccccc43)n2)cc1 (stereo not drawn) | 0.1 | -6 | 0.3 | 1 | 0.8 | 2 | 6 | -1.0 | -1 | -6 | -5
CC(CCc1ccccc1)NC(=O)CN1C(=O)NC2(CCCCC2C)C1=O (stereo not drawn) | 1.6 | -19 | -0.7 | 97 | -0.9 | -6 | -1 | -0.8 | 3 | -11 | -7
O=C(NC(=S)Nc1ccc(S(=O)(=O)Nc2nccs2)cc1)C1CC1 | 4.3 | 1 | -1.6 | -6 | 1.9 | 3 | 16 | 1.8 | 8 | 4 | 7
CCc1cc(=O)[nH]c(SCC(=O)N2CCC(Cc3ccccc3)CC2)n1 | 0.9 | 4 | -1.4 | -6 | 7.5 | 0 | 3 | 0.4 | 9 | 5 | 4
Cc1cc(C(=O)N=Nc2c(O)n(C(C)C)c3ccccc23)n[nH]1 | 1.6 | 18 | -0.8 | 96 | 2.4 | -8 | 12 | 0.5 | 4 | 2 | 1
O=C(NNC(=O)c1csc(-c2cccnc2)n1)c1ccccc1 | -3.9 | -26 | 0.2 | -6 | -1.0 | 8 | -6 | -0.7 | -1 | -4 | 6
CCc1nnc(NC(=O)CSc2nc3ccccc3c(=O)n2CCCOC)s1 | 1.7 | -10 | 0.2 | 9 | 2.7 | 6 | 12 | -1.1 | -1 | 11 | -3

Only phage Ecoli inh and OPRM1-OPRD1 ag, for three of the compounds above:
Molecule,phage Ecoli inh,OPRM1-OPRD1 ag
CCCC[n+]1ccn(-c2nc3ccccc3nc2[N-]S(=O)(=O)c2cccs2)c1,97*,-2.0
NS(=O)(=O)c1ccc(NC(=S)NCc2ccccc2Cl)cc1,6.0,0.9
Cc1cccc(NC(=O)CCC(=O)N/N=C/c2ccc(O)cc2O)c1,0.6,-2.1

The list continues:
SMILES | AddAB inh | HTR5A inv ctr | OPRM1-OPRD1 ag | SUMO Mot1 rescue | phage Ecoli inh | Tat transport | PfHsp90 set2 | Ecoli viability | OPRM1-OPRD1 inv | PKA-R1A act | PKA-R2B activ
O/C(=C\c1ccc2ccccc2n1)c1ccncc1 | 3.4 | -9 | -2.5 | -7 | -0.5 | 1 | 1 | 1.2 | 14 | -1 | 9
CNc1ccc(SC#N)cc1 | 3.2 | 18 | -4.5 | -3 | 2.1 | -8 | . | -0.8 | 22 | -8 | -1
COc1ccc(-c2nc(C=O)cs2)cc1 | -0.2 | -6 | -1.2 | -10 | 3.2 | -1 | -5 | 2.0 | 7 | -7 | -2
O=C(Nc1ccc(C(=O)O)cc1)Nc1cccc2ccccc12 | 2.1 | 17 | -5.5 | 226 | 1.1 | -7 | -10 | -0.3 | 18 | 2 | -3
CCCn1c(=O)c2ccccc2n2c(SCC(=O)Nc3cc(C)on3)nnc12 | 0.2 | 8 | -3.3 | -5 | 0.5 | -8 | 71 | -0.2 | 17 | -2 | -5
Cc1cc(C)cc(NC(=O)CSc2nc(=O)n(CCCN3CCOCC3)c3c2CCCC3)c1 | 2.0 | -12 | 0.2 | -1 | 0.1 | 7 | -11 | 0.3 | -1 | -5 | -3
COc1cc(NC(=S)N2CCc3ccccc3C2)cc(OC)c1 | -1.2 | -2 | -0.7 | 17 | 2.8 | -5 | 9 | -1.2 | 5 | -9 | -23
CSc1ccccc1NC(=O)COc1ccccc1Cl | 2.9 | -28 | 0.4 | 39 | -0.2 | 5 | -22 | -0.4 | -2 | 4 | 1
